High-throughput results deposited in PubChem by Sanford-Burnham Center for Chemical Genomics.
hIAP block: human IAP inhibition; purified IAP, CDP-Star luminescence, 30 min; AID 2544; 330,000 tested, 0.12% active; inhibition, % at 10 µM; P09923;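 active = inhibition reaching a set limit with compound at 10 µM in the primary screen, cut at about 35% in these data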;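 note: plate controls were DMSO wells with enzyme for no effect and no-enzyme buffer wells for full effect; values of inactives mirror those of a sister screen read the other way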
Target sequence (P09923 whole entry, looked up): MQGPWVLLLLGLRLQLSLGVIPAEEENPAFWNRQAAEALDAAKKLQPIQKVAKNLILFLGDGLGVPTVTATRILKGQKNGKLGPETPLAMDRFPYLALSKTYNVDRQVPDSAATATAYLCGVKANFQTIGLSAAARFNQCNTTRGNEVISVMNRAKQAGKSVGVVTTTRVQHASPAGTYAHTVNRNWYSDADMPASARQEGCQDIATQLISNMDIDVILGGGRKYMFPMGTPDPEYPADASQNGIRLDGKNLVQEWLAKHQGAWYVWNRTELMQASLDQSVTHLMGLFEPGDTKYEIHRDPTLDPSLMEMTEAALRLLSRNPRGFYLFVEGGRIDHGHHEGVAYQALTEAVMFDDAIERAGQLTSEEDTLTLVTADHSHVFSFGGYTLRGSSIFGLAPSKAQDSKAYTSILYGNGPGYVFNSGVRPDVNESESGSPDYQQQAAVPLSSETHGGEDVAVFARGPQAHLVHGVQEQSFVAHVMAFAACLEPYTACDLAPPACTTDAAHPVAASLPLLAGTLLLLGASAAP
beta cell repl: MIN6 beta-cell proliferation induction. MIN6 cells proliferation, ATPlite luminescence, 48 h; cells starved in 0.2% serum; 100% = growth in 10% serum. 330,000 tested, 0.29% active. AID 2380. proliferation, % at 10 µM;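 active = compounds whose signal lies at least 3.5 SD above the mean of all wells on their plate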;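 note: 0% = DMSO-treated cells in low-serum medium and 100% = 10% serum control; some compounds called inactive have numbers as strong as hits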
A3G deaminase: inhibitors of human APOBEC3G DNA deaminase. AID 493012. recombinant A3G, ssDNA deamination FAM/TAMRA fluorescence. 330,000 tested, 0.28% active. Q9HC16. inhibition, % at 20 µM;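 active = inhibition of at least 40% at 20 µM, with no more than 30% in the related APOBEC3A deaminase screen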;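 note: plate controls were DMSO wells with A3G for no effect and wells lacking A3G enzyme for full effect; some compounds called inactive have numbers as strong as hits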
Target sequence (Q9HC16 whole entry, looked up): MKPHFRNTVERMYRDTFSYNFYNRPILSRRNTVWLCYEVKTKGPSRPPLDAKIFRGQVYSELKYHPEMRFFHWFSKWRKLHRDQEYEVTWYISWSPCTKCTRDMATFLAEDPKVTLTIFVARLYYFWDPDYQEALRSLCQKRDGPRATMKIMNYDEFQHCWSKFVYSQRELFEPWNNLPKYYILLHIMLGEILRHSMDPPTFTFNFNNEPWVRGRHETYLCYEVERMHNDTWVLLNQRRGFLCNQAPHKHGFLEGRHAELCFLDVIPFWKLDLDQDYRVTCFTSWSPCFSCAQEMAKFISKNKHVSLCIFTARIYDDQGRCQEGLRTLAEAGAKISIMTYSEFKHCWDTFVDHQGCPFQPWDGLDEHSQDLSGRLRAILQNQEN
APOBEC3A inh: human APOBEC3A DNA deaminase inhibition | recombinant A3A, FAM/TAMRA ssDNA deamination fluorescence | inhibition, % at 20 µM | 330,000 tested, 0.41% active | P31941;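 active = at least 40% inhibition at 20 µM here, with at most 30% in a related deaminase screen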;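 note: plate controls were A3A with DMSO for no effect and wells lacking A3A enzyme for full effect; some results filed as inactive read as strong as hits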
Target sequence (P31941 whole entry, looked up): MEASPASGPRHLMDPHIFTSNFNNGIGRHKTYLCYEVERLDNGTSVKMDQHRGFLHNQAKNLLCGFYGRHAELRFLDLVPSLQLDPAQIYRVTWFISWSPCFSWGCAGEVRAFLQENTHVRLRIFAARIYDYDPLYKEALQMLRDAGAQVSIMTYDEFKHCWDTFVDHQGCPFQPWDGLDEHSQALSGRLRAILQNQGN
MPTP block: inhibitors of mitochondrial permeability transition pore | AID 602449 | 360,000 tested, 1.4% active | inhibition, % at 10 µM | isolated mouse mitochondria, Ca2+ swelling absorbance, 30 min;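 active = inhibition of 50% or more, scaled per plate between neutral and stimulator controls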;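 note: 0% = DMSO wells given calcium and 100% = 1 mM EGTA wells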
mIAP activ: mouse IAP activation; muIAP, CDP-Star luminescence, 30 min; active compounds read high; 1 = vehicle-only enzyme signal, 0 = enzyme-free wells; 330,000 tested, 0.24% active; activation factor at 10 µM;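 active = activation factor of at least 2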; note: the source names both 10 and 20 µM as test concentration; values of inactives mirror those of a sister screen read the other way
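Assay system: mouse IAP enzyme; reagent: chemiluminescent substrate CDP-Star; dosing: test compounds delivered from DMSO solution; schedule: 30 min at room temperature; measured by: luminescence from enzymatic CDP-Star hydrolysis; controls: DMSO-only wells and no-enzyme negative control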
mIAP block: blocks mouse intestinal alkaline phosphatase. AID 2806. inhibition, % at 10 µM. purified mouse IAP, CDP-Star luminescence, 30 min. 330,000 tested, 0.2% active;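 active = inhibition of at least 40% at 10 µM in the primary screen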;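 note: plate controls were DMSO with enzyme for no effect and no enzyme wells for full effect; values of inactives mirror those of a sister screen read the other way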
hIAP activ: increases human intestinal alkaline phosphatase activity | 330,000 tested, 0.16% active | activation factor at 10 µM | AID 2524 | P09923 | purified human IAP, CDP-Star luminescence, 30 min; active compounds read high; 1 = vehicle-only enzyme, 0 = enzyme-free background;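 active = activation factor of the enzyme at least 2-fold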; note: the source names both 10 and 20 µM as test concentration; values of inactives mirror those of a sister screen read the other way
NR3A LBD binder: modulates the human NR3A ligand-binding domain | Tm shift relative to glycine control, % at 25 µM | NR3A LBD differential scanning fluorimetry, Tm shift; 0% = protein alone, 100% = glycine-bound protein | 340,000 tested, 2.5% active;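 active = melting temperature shift of at least 10% of the positive control shift, at one fixed dose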
* hit, by the source's call; & = joins results of further samples. An unsorted share of the library; any-hit rate near 5%.

What do the screens show for `CCOC(=O)C1=CN(Cc2ccco2)S(=O)(=O)N(C)C1CC` (stereo not given)?
A3G deaminase: 7.8; APOBEC3A inh: 9.3; MPTP block: -0.4; mIAP activ: 0.872; mIAP block: 12.8; NR3A LBD binder: -1.1

What do the screens show for `O=C(N/N=C/c1cccnc1)c1[nH]ncc1Br`?
hIAP block: -16.5; beta cell repl: -2.9; A3G deaminase: -3.2; APOBEC3A inh: 0.0; MPTP block: -0.2; mIAP activ: 0.86; mIAP block: 14.0; hIAP activ: 1.17; NR3A LBD binder: -2.0

How did COc1ccc(-c2c(C#N)c(N)nc3sc(C(=O)c4ccc(C)cc4)c(N)c23)cc1 do in these assays?
hIAP block: 29.9; beta cell repl: 2.0; A3G deaminase: -7.8; APOBEC3A inh: -1.2; MPTP block: 3.9; mIAP activ: 0.931; mIAP block: 6.9; hIAP activ: 0.701; NR3A LBD binder: -4.6

Results for O=C(c1cc2ccccc2o1)c1nc2c(n1O)CCCCC2 ?
hIAP block: 2.9; beta cell repl: -1.3; A3G deaminase: -7.6; APOBEC3A inh: -4.8; MPTP block: -1.5; mIAP activ: 0.965; mIAP block: 3.5; hIAP activ: 0.971; NR3A LBD binder: -1.3

Results for CCSc1nc2cc(S(=O)(=O)N3CCOCC3)ccc2o1 ?
hIAP block: -2.7; beta cell repl: -6.1; A3G deaminase: 62.1*; APOBEC3A inh: 10.8; MPTP block: -2.6; mIAP activ: 0.645; mIAP block: 35.5; hIAP activ: 1.03; NR3A LBD binder: -1.0

What do the screens show for `Cc1ccc(OCC(=O)Nc2ccc3c(c2)OC(F)(F)O3)c([N+](=O)[O-])n1`?
hIAP block: 1.5; beta cell repl: -0.7; A3G deaminase: -9.7; APOBEC3A inh: -4.5; MPTP block: 3.5; mIAP activ: 1.04; mIAP block: -3.9; hIAP activ: 0.985; NR3A LBD binder: -1.9

Results for CC1CCC2(CC1)NC(=O)N(CC(=O)NCCc1c[nH]c3ccccc13)C2=O (stereo not given) ?
hIAP block: 14.0; beta cell repl: -1.5; A3G deaminase: -1.4; APOBEC3A inh: 5.2; MPTP block: -0.2; mIAP activ: 0.946; mIAP block: 5.4; hIAP activ: 0.86; NR3A LBD binder: 1.9

How did CC1CCC(NC(=O)C2CCN(c3c4c(nc5ncnn35)CCC4)CC2)CC1 (stereo not given) do in these assays?
hIAP block: -2.5; beta cell repl: -1.8; A3G deaminase: -6.4; APOBEC3A inh: -0.2; MPTP block: -0.1; mIAP activ: 1.01; mIAP block: -1.5; hIAP activ: 1.02; NR3A LBD binder: 0.8

What do the screens show for `Cc1nc(NC(=O)CCN2C(=O)C3CC=CCC3C2=O)sc1C` (stereo not given)?
hIAP block: -4.4; beta cell repl: -2.2; A3G deaminase: -4.3; APOBEC3A inh: -4.3; MPTP block: 0.7; mIAP activ: 0.958; mIAP block: 4.2; hIAP activ: 1.04; NR3A LBD binder: 0.2

How did COC(=O)Nc1cccn(Cc2c(Cl)cccc2Cl)c1=O do in these assays?
hIAP block: -9.1; beta cell repl: -3.9; A3G deaminase: -7.7; APOBEC3A inh: -3.3; MPTP block: 3.6; mIAP activ: 1.04; mIAP block: -3.7; hIAP activ: 1.09; NR3A LBD binder: -0.9

Results for COc1ccc(Cl)cc1NC(=O)CN(C)C(=O)c1cc2c(s1)CCC(C)C2 (stereo not given) ?
hIAP block: 0.4; beta cell repl: -6.3; A3G deaminase: -7.9; APOBEC3A inh: -4.4; MPTP block: -0.1; mIAP activ: 1.01; mIAP block: -0.7; hIAP activ: 0.996; NR3A LBD binder: -1.7

How did COc1ccc(N2CCN(C(=O)c3ccc(COc4ccc5c(C)cc(=O)oc5c4)cc3)CC2)cc1 do in these assays?
hIAP block: -5.7; beta cell repl: -5.2; A3G deaminase: -0.2; APOBEC3A inh: 0.3; MPTP block: 16.6; mIAP activ: 1.06; mIAP block: -6.5; hIAP activ: 1.06; NR3A LBD binder: -1.3

Results for O=C(Nc1ccccc1F)Nc1cc(Cl)ccc1-n1cncn1 ?
hIAP block: -7.6; beta cell repl: 0.0; A3G deaminase: -4.7; APOBEC3A inh: -1.5; MPTP block: -1.1; mIAP activ: 0.976; mIAP block: 2.4; hIAP activ: 1.08; NR3A LBD binder: -1.0

How did COc1ccc(Cc2nc3ccc(C(=O)N4CCC[C@H]4CO)cc3o2)cc1 do in these assays?
hIAP block: -21.0; beta cell repl: -0.2; A3G deaminase: -2.4; APOBEC3A inh: -3.2; MPTP block: 0.8; mIAP activ: 1.07; mIAP block: -7.4; hIAP activ: 1.21; NR3A LBD binder: -1.1

How did O=C(Nc1sc2c(c1C(=O)c1ccccc1)CCCC2)c1cccnc1 do in these assays?
hIAP block: 25.2; beta cell repl: 0.0; A3G deaminase: -4.3; APOBEC3A inh: -2.9; MPTP block: 1.3; mIAP activ: 0.884; mIAP block: 11.6; hIAP activ: 0.748; NR3A LBD binder: -9.7

How did CN(C)CCCN1C(=O)c2oc3ccccc3c(=O)c2C1c1cccs1 (stereo not given) do in these assays?
hIAP block: 9.8; beta cell repl: -2.9; A3G deaminase: -2.0; APOBEC3A inh: 2.0; MPTP block: -0.8; mIAP activ: 1.02; mIAP block: -1.9; hIAP activ: 0.902; NR3A LBD binder: 8.2

How did CCOc1cccc(CN2CCC(Oc3ccc(C(=O)NCc4ccccn4)cc3)CC2)c1 do in these assays?
hIAP block: 2.9; beta cell repl: -2.1; A3G deaminase: -4.1; APOBEC3A inh: -1.0; MPTP block: 1.7; mIAP activ: 0.992; mIAP block: 0.8; hIAP activ: 0.971; NR3A LBD binder: 0.0

Results for NS(=O)(=O)c1ccc(CCNC(=O)C(=O)NCC2OCCN2S(=O)(=O)c2cc(F)ccc2F)cc1 (stereo not given) ?
hIAP block: 5.2; beta cell repl: 1.6; A3G deaminase: -7.9; APOBEC3A inh: -5.2; MPTP block: -0.3; mIAP activ: 0.887; mIAP block: 11.3; hIAP activ: 0.948; NR3A LBD binder: 2.2

Results for c1cncc(CNc2ncnc3sc4c(c23)CCCC4)c1 ?
hIAP block: -13.4; beta cell repl: -0.2; A3G deaminase: -10.2; APOBEC3A inh: 5.0; MPTP block: -1.3; mIAP activ: 1.01; mIAP block: -1.3; hIAP activ: 1.13; NR3A LBD binder: -1.2

What do the screens show for `NS(=O)(=O)c1ccc(CCNC(=O)CN2C(=O)NC(c3ccccc3)(c3ccccc3)C2=O)cc1`?
hIAP block: -6.7; beta cell repl: -1.5; A3G deaminase: -5.1; APOBEC3A inh: -3.1; MPTP block: -1.0; mIAP activ: 1.04; mIAP block: -4.3; hIAP activ: 1.07; NR3A LBD binder: -1.0

What do the screens show for `COCC(=O)Nc1nnc(Cc2ccc(OC)cc2)s1`?
hIAP block: 20.5; beta cell repl: 0.9; A3G deaminase: -3.9; APOBEC3A inh: -4.7; MPTP block: -1.6; mIAP activ: 0.964; mIAP block: 3.6; hIAP activ: 0.795; NR3A LBD binder: 0.1

How did COc1ccc(N(CC(=O)NCc2ccco2)S(=O)(=O)c2c(C)nn(C)c2C)cc1 do in these assays?
hIAP block: -6.1; beta cell repl: -1.5; A3G deaminase: 0.9; APOBEC3A inh: 0.1; MPTP block: -2.1; mIAP activ: 0.848; mIAP block: 15.2; hIAP activ: 1.06; NR3A LBD binder: -1.6

Results for COC(=O)COc1cccc(NC(=O)c2cccc(C)c2)c1 ?
hIAP block: -15.0; beta cell repl: -2.8; A3G deaminase: -10.4; APOBEC3A inh: 2.6; MPTP block: 1.2; mIAP activ: 0.966; mIAP block: 3.4; hIAP activ: 1.15; NR3A LBD binder: 0.5

What do the screens show for `Cc1ccc(O)c([C@H](CCN(C(C)C)C(C)C)c2ccccc2)c1`?
hIAP block: 6.8; beta cell repl: -5.6; A3G deaminase: -6.9&-2.7; APOBEC3A inh: -3.6&-3.8; MPTP block: 4.7&0.0; mIAP activ: 1.07; mIAP block: -4.5; hIAP activ: 0.984; NR3A LBD binder: 0.8&-3.5

What do the screens show for `CCOCC(=O)Nc1nc(-c2ccccc2)c(CC)s1`?
hIAP block: 11.4; beta cell repl: -2.3; A3G deaminase: -5.7; APOBEC3A inh: 0.4; MPTP block: 2.5; mIAP activ: 0.968; mIAP block: 3.2; hIAP activ: 0.886; NR3A LBD binder: -2.3

Results for C/C(=N\NC(=O)C1CC1)c1ccccc1Br ?
hIAP block: 35.1*; beta cell repl: -0.3; A3G deaminase: -0.5; APOBEC3A inh: 0.7; MPTP block: -1.1; mIAP activ: 1.02; mIAP block: -2.1; hIAP activ: 0.649; NR3A LBD binder: 0.3

How did Cc1ccc(CN2C(=O)CSC2c2ccc(F)cc2)cc1 (stereo not given) do in these assays?
hIAP block: -11.9; beta cell repl: 2.4; A3G deaminase: -10.8; APOBEC3A inh: -1.2; MPTP block: 0.1; mIAP activ: 0.879; mIAP block: 12.1; hIAP activ: 1.12; NR3A LBD binder: -0.2

How did NC(=O)c1ccc[n+]([C@H]2O[C@@H](COP(=O)([O-])OP(=O)(O)OC[C@H]3O[C@@H](n4cnc5c(N)ncnc54)[C@H](O)[C@@H]3O)[C@H](O)[C@@H]2O)c1 do in these assays?
hIAP block: 8.9; beta cell repl: 1.0; A3G deaminase: -1.0; APOBEC3A inh: 3.1; MPTP block: -3.0; mIAP activ: 0.937; mIAP block: 6.3; hIAP activ: 0.911; NR3A LBD binder: 2.0

Results for CCc1cc2c(=O)oc(-c3ccc(Br)cc3)nc2s1 ?
hIAP block: -4.3; beta cell repl: -2.0; A3G deaminase: -2.3; APOBEC3A inh: -2.8; MPTP block: 0.7; mIAP activ: 0.834; mIAP block: 16.6; hIAP activ: 1.04; NR3A LBD binder: -0.7

Results for COc1cc(/C=N\Nc2ccc([N+](=O)[O-])cn2)ccc1OCC(=O)O ?
hIAP block: 8.8; beta cell repl: -3.3; A3G deaminase: 24.7; APOBEC3A inh: 71.8*; mIAP activ: 1.02; mIAP block: -1.7; hIAP activ: 0.912

Results for Cc1nn(-c2ccccc2)c(N2CCCC2)c1/C=N/Nc1ccc(S(=O)(=O)Nc2ccccc2)cc1[N+](=O)[O-] ?
hIAP block: 34.8; beta cell repl: -2.1; A3G deaminase: -5.9; APOBEC3A inh: 0.5; MPTP block: 7.2; mIAP activ: 0.806; mIAP block: 19.4; hIAP activ: 0.652; NR3A LBD binder: 0.5

How did CN1C(=O)CSc2ccc(NC(=O)NCc3cccnc3)cc21 do in these assays?
hIAP block: -16.4; beta cell repl: -2.5; A3G deaminase: -1.2; APOBEC3A inh: 1.6; MPTP block: 0.6; mIAP activ: 1.07; mIAP block: -7.0; hIAP activ: 1.16; NR3A LBD binder: -1.3

Results for CC(=O)C1=C(O)C(=O)N(c2nccs2)C1c1ccc(Br)cc1 (stereo not given) ?
hIAP block: -6.7; beta cell repl: -1.7; A3G deaminase: -13.0; APOBEC3A inh: -12.2; MPTP block: -1.3; mIAP activ: 0.929; mIAP block: 7.1; hIAP activ: 1.07; NR3A LBD binder: -0.2

How did O=C(Nc1cccc(-c2nc3ccccc3s2)c1)C1=COCCO1 do in these assays?
hIAP block: 24.3; beta cell repl: 0.0; A3G deaminase: 0.5; APOBEC3A inh: 4.4; MPTP block: 0.4; mIAP activ: 0.953; mIAP block: 4.7; hIAP activ: 0.757; NR3A LBD binder: -18.7

Results for CCn1c(=S)sc2c(=O)[nH]c(SCC(=O)Nc3cc(OC)ccc3OC)nc21 ?
hIAP block: -10.2; beta cell repl: 0.7; A3G deaminase: -3.3; APOBEC3A inh: -4.8; MPTP block: -0.4; mIAP activ: 0.843; mIAP block: 15.7; hIAP activ: 1.1; NR3A LBD binder: 7.1
